Luciferase inh = blocks Photinus pyralis firefly luciferase activity; P08659; Potency, µM (highest dose often 57.1 µM), for the others: top-dose activity change, negative = inhibition, most hits filed as inhibitors; AID 411; actives 2.2% (n = 72,000); purified firefly luciferase, luminescence, 8 min; further: potency means the concentration at half of the fitted maximal effect; on the % scale 0 is the no-effect control and ±100 the full control effect; nearly all actives have a fitted effect of over 40% in size
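Compounds were tested as concentration series (qHTS) against purified P. pyralis luciferase with luciferin and 10 uM ATP in 50 mM imidazole pH 7.2, 50 mM KCl, 7 mM MgCl2, 0.01% Tween 20, 0.05% BSA. Luminescence was read after 8 min at ambient temperature.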
Casp7 inh = caspase-7 (human) inhibition, allosteric or competitive; recombinant caspase-7, Ac-DEVD-AFC fluorescence rate; Potency, µM (top dose mostly 57.5 µM), for the others: top-dose activity change, negative = inhibition, actives largely listed as inhibitors; actives 0.02% (n = 75,000); AID 889; active means well fitted inhibition curve with a large enough effect in the main read-out, with a control signal flat, not every such curve was filed as active; inconclusive means small, poorly fitted or top-dose-only effect, or a change in a side signal; further: potency means the concentration at half of the fitted maximal effect; % of control where 0% means no effect
Fluorescein autfl = compound autofluorescence in fluorescein spectral region; Compound autofluorescence, 480/540 nm, fluorescein-equivalent; stronger effect = higher value; max fluorescein-equivalent concentration, M; actives 0.91% (n = 59,000); AID 593; in the data active means max fluorescein-equivalent concentration above about 10 nM; inconclusive means between about 1.1 nM and that limit
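Fluorescein stocks ranging 3 mM down to 300 nM, plus DMSO blanks, were pinned alongside compounds to build a per-plate standard curve. Buffer: 100 mM Tris, pH 8.0. Incubation 15 min, room temperature; filters 480/540 nm.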
Tau fil binding = binds recombinant human tau filaments. recombinant tau filaments, thioflavin S fluorescence, 15 h; filaments grown with octadecylsulfate alongside compound. P10636. actives 2% (n = 71,000). AID 596. Potency, µM (top dose mostly 57.1 µM), inactives show top-dose activity change, negative = inhibition;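 further: potency means the concentration at half of the fitted maximal effect; on the % scale 0 is the no-effect control and ±100 the full control effect; actives lower thioflavin S fluorescence by blocking filaments or displacing dye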
Target sequence (P10636 whole entry, looked up): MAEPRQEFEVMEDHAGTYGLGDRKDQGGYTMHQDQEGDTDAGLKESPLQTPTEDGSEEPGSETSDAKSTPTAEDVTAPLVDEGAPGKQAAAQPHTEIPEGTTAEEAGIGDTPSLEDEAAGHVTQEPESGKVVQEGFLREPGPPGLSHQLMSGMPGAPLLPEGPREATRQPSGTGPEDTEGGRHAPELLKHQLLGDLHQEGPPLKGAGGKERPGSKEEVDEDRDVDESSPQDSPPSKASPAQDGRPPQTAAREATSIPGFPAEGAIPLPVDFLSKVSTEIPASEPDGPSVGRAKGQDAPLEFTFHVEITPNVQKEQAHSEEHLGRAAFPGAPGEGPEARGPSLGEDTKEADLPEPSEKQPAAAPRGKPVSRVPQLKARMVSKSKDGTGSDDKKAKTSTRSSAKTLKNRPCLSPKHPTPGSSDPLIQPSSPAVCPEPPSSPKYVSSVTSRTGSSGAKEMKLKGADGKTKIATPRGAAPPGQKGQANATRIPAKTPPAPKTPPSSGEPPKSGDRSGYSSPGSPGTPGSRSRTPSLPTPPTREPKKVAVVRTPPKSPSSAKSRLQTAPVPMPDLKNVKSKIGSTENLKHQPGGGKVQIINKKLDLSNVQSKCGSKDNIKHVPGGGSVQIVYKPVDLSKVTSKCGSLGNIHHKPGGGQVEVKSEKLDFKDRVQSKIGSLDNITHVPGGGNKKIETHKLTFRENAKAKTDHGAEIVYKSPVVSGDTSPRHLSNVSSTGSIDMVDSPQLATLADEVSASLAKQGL
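Recombinant tau protein (human, 1 uM final) plus 30 uM ODS in HEPES pH 7.4 with NaCl, DTT and thioflavine S. Compound present from the start; fluorescence at 510 nm after 15 h, 37 C.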
Rhodamine fluor = rhodamine region autofluorescence; max dye-equivalent concentration, M; AID 594; actives 0.05% (n = 59,000); Rhodamine-region fluorescence, 547/598 nm, Tris buffer; stronger effect = higher value; in the data active means max dye-equivalent concentration above about 11 nM; inconclusive means between about 1.1 nM and that limit
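qHTS spectral profiling of compounds without any target or enzyme present, in pH 8.0 Tris buffer; plates were read after a 15-minute room-temperature incubation using the rhodamine-region filter set.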
A350 fluor = compound fluoresces in the Alexa 350 spectral region. max dye-equivalent concentration, M. actives 11% (n = 59,000). Compound autofluorescence, 340/450 nm, Alexa 350 dye-equivalents; stronger effect = higher value. AID 590; in the data active means max dye-equivalent concentration above about 10 nM; inconclusive means mostly about 1.1 nM to 9.6 nM
TexasRed autofl = compound fluoresces in the Texas Red spectral region; Compound fluorescence, Texas Red channel, 547/618 nm; stronger effect = higher value; max dye-equivalent concentration, M; actives 0.06% (n = 59,000); AID 587; in the data active means max dye-equivalent concentration above about 10 nM; inconclusive means between about 1.1 nM and that limit
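qHTS profiling of intrinsic compound fluorescence; 100 mM Tris pH 8.0; 15 min RT; ex 547 / em 618 nm; response expressed as Texas Red dye-equivalent concentration from six-point plate standard.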
HEK293 cAMP ctrl = counter-screen for TSHR agonists: cAMP increase in parental HEK293. AID 938. Potency, µM (series often up to 57.1 µM), without a hit: top-dose activation, hits mostly activators. actives 2.5% (n = 73,000). parental HEK293 CNG cAMP sensor, membrane potential fluorescence; further: potency means the concentration at half of the fitted maximal effect; % of control where 0% means no effect; nearly all actives have a fitted effect of over 55% in size
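Parental HEK 293 cells stably expressing a cAMP-gated CNG channel were loaded with membrane potential dye containing 100 uM RO 20-1724 for 60 min. Compound added for 30 min; depolarization read as fluorescence intensity at 590 nm.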
ERK AVP block = inhibitors of vasopressin-stimulated ERK signaling pathway; HEK293-V1b, vasopressin-stimulated pERK AlphaScreen; Potency, µM (series often up to 57.5 µM), inactives show at the highest dose activity, negative = inhibition, hits mostly inhibitors; actives 0.99% (n = 72,000); further: potency means the concentration at half of the fitted maximal effect; on the % scale 0 is the no-effect control and ±100 the full control effect; nearly all actives have a fitted effect of over 55% in size
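HEK293 cells stably expressing V1b receptor, seeded overnight in 1% FBS, were treated with compounds for 30 min at 37C, then stimulated 5 min with 25 nM vasopressin; phospho-ERK read by AlphaScreen SureFire after lysis.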
4-MU autofl = compounds fluorescent in 4-MU spectral region; max dye-equivalent concentration, M; compound autofluorescence, 340/450 nm, 4-MU equivalents; stronger effect = higher value; actives 11% (n = 59,000); in the data active means max dye-equivalent concentration above about 10 nM; inconclusive means mostly about 1.1 nM to 9.6 nM
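Intrinsic fluorescence at 340/450 nm (ex/em) was read after 15 min at room temperature in pH 8.0, 100 mM Tris. Each compound concentration expressed as 4-MU-equivalent concentration from a six-point 4-MU standard series on each plate.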
Casp1 inh = allosteric or competitive inhibitors of human caspase-1. Potency, µM (doses to about 57.5 µM), for the others: at the highest dose activity change, negative = inhibition, actives largely listed as inhibitors. Caspase-1 enzyme, Ac-WEHD-AFC fluorogenic rate. actives 0.03% (n = 75,000). P29466;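 further: potency means the concentration at half of the fitted maximal effect; plate controls were vehicle for no effect and no substrate for full effect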
Target sequence (P29466 120-297 limits assumed): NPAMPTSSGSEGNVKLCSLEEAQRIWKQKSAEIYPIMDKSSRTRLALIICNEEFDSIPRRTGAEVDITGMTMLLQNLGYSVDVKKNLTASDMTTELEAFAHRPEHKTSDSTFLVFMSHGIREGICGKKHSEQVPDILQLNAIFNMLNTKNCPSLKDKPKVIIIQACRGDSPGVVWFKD
Target sequence (P29466 317-404 limits assumed): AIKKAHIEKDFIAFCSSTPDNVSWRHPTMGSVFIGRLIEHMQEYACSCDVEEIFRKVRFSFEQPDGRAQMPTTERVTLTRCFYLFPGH
Numbers without * were called inactive; i = inactive; ? = inconclusive; . = no result given; [ ] = dose if it differs, or a comment. Unless noted, the call rests on the fitted dose curve; in most records, active means well fitted curve in the direction sought with a large enough effect; inconclusive means small, poorly fitted or top-dose-only effect, or another doubt; inactive means no such curve, though single readings can be large; an effect the other way counts as inactive or inconclusive.

SMILES	Luciferase inh	Casp7 inh	Fluorescein autfl	Tau fil binding	Rhodamine fluor	A350 fluor	TexasRed autofl	HEK293 cAMP ctrl	ERK AVP block	4-MU autofl	Casp1 inh
COCc1[nH]nc2c1C(C1C=CCCC1)C(C#N)=C(N)O2 (stereo not given)	3%	-2%	?	-2%	i	i	?	-2%	-19%	i	1%
COC(=O)c1ccc(C(NC(=O)OCc2ccccc2)/C(=C/[C@@H](C)C(=O)NCc2ccncc2)c2cccnc2)cc1 (stereo not given in full)	.	-1%	.	-8%	.	.	.	1%	5%	.	1%
CCOC(=O)c1oc2ccc(Br)cc2c1CSc1nnc(C)s1	1%	-1%	i	18%	i	i	i	32µM*	12%	i	-4%
CC1CCCCC1NC(=O)CSc1nncs1 (stereo not given)	-1%	-1%	?	-4%	i	i	i	1%	7%	i	2%
Cn1c(SCC(=O)Nc2ccc3c(c2)OCCO3)nnc1-c1ccco1	-3%	2%	i	-4%	i	i	?	2%	-11%	i	-1%
COc1ccc(Cc2nnc(SCC(=O)NCc3ccco3)o2)cc1	-1%	1%	i	-12%	i	i	?	7%	-10%	i	0%
CC(C)Cn1cc(C(=O)N2CCOCC2)c2c3ccccc3n(C)c2c1=O	0%	0%	i	-4%	i	7e-07M*	?	12%	-13%	6.5e-07M*	2%
CCOC(=O)N1CCC(NC(=O)c2ccc3nc(N4CCOCC4)sc3c2)CC1	1%	-1%	i	-12%	i	i	i	-2%	-20%	i	0%
CCN(CC)c1nc(-c2cccc(OC)c2O)nc2ccccc12	-4%[25.5 µM]	.	i	.	i	i	i	.	.	i	.
COCCNc1cc(-c2ccccc2C)ncn1	0%[2.29 µM]	?	i	8%	i	i	i	6%	2%	i	-7%
CC(=O)c1ccc(-n2nnnc2SCC(=O)N2CCN(C(=O)c3ccco3)CC2)cc1	4%	2%	i	-6%	i	i	i	15%	-14%	i	-1%
C/C(=C\CNc1ncnc2c1ncn2[C@@H]1O[C@@H](CO)[C@@H](O)[C@H]1O)CO	1%[11.4 µM]	.	i	7%	i	i	i	-5%	.	i	.
C=C(C)Cn1c(CNC(C)=O)nc2ccccc21	3%	0%	.	-9%	.	.	.	-6%	.	.	0%
CC(C)N(C(=O)CSc1nnnn1C1CCCC1)C(C)C	1%	-1%	?	10%	i	i	?	6%	3%	i	3%
CC1(CCC#N)N=C(SCCC#N)N(c2ccccc2)C1=O (stereo not given)	-1%	-1%	i	5%	i	i	i	0%	20%	i	-2%
Cc1ccccc1C(=N)c1ccccc1Cc1cccc2ccccc12	3%[11.4 µM]	-3%[11.5 µM]	?	-12%[11.4 µM]	i	i	i	12%[11.4 µM]	-7%[11.5 µM]	i	0%[11.5 µM]
Cc1cc(C)n2c(SCC(=O)Nc3ncc(C(F)(F)F)cc3Cl)nnc2n1	0%	-1%	?	4%	i	i	?	-2%	-5%	i	0%
CC(C)C(OC(=O)c1ccco1)C(=O)NCc1ccccc1 (stereo not given)	-1%	-1%	?	6%	i	i	i	25µM*	3%	i	-3%
CC1CCN(c2ncnc3c2cnn3Cc2ccc(Cl)cc2)CC1	4%[25.5 µM]	.	i	.	i	i	i	.	.	i	.
CCCNC(=O)Cn1cnc2sc(C(=O)N3CCN(CCC)CC3)c(C)c2c1=O	2%	0%	i	-2%	i	i	i	6%	21%	i	1%
Cc1ccc(N2CC(C(=O)NCC3CCCO3)CC2=O)cc1Cl (stereo not given)	-1%	0%	i	-10%	i	i	i	-1%	-2%	i	-1%
c1ccc2c(c1)ccc1ccccc12	.	0%	.	7%	.	.	.	34%	16%	.	-2%
CC1(C)CC(=O)c2cc(OCC(=O)N3CCN(c4ccccc4F)CC3)ccc2O1	2%	-15%	i	-13%	i	2.7e-07M*	i	29%	?	2.1e-07M*	-16%
COc1ccc(Oc2ncc3nc(-c4ccccc4)c(=O)n(C4CC4)c3n2)cc1	1%[11.4 µM]	?	?	?	i	?	i	?	-5%	?	?
COc1cc(NC(=O)C2CCCCC2)c(OC)cc1NC(=O)CCC(=O)NCc1ccco1	1%	-1%	?	11%	i	i	i	?	16%	i	1%
The list continues:
SMILES	Luciferase inh	Casp7 inh	Fluorescein autfl	Tau fil binding	Rhodamine fluor	A350 fluor	TexasRed autofl	HEK293 cAMP ctrl	ERK AVP block	4-MU autofl	Casp1 inh
Cc1ccc(NC(=O)CCSc2nnnn2-c2ccc3c(c2)OCO3)cc1C	-2%	-3%	i	-1%	i	?	i	10%	-14%	i	0%
OCc1ccncc1.OCc1ccncc1.[Cl][Pt]([Cl])([Cl])[Cl]	-1%[11.4 µM]	-2%[11.5 µM]	i	4%[11.4 µM]	i	i	i	-13%[11.4 µM]	-10%[11.5 µM]	i	-1%[11.5 µM]
Cc1cc(=O)n(CCO)c(O)c1C#N	1%	-4%	?	14%	i	i	i	2%	2%	i	-7%
COC(=O)c1ccc(C(NC(=O)OCc2ccccc2)/C(I)=C/[C@@H](C)C(=O)NCc2ccc(C)o2)cc1 (stereo not given in full)	.	-5%	.	-18%	.	.	.	14%	-2%	.	-4%
C[C@@]1(C(NC(=O)c2ccccc2)c2ccc(-c3ccccc3)cc2)C[C@H]1C1CCCCC1 (stereo not given in full)	.	-1%	.	2%	.	.	.	4%	7%	.	0%
Cc1c(C(=O)N2CCN(c3ccccc3F)CC2)sc2nc(-c3ccccc3)cn12	1%	0%	i	16%	i	i	i	?	9%	i	-1%
CCOc1ccccc1N1C(=O)c2cccnc2C1=O	-1%	0%	.	7%	.	.	.	3%	.	.	-3%
O=C(c1ccc(S(=O)(=O)N2CCCCC2)cc1)c1nnc(-c2ccc(Cl)cc2)o1	4%	-2%	i	-9%	i	i	i	-3%	-26%	i	3%
CSCC[C@@H]1NC(=O)C/C=C\[C@@H](C)COC(=O)[C@@H](CCSC)NC(=O)C/C=C\[C@@H](C)COC1=O	1%[11.4 µM]	-1%[11.5 µM]	.	.	.	.	.	0%[11.4 µM]	20%[11.5 µM]	.	-2%[11.5 µM]
CC(=O)/C(C#N)=C1\NC(=O)C(Cc2ccccc2)S1 (stereo not given)	2%[25.5 µM]	.	i	.	i	2.3e-08M*	i	.	.	2.3e-08M*	.
C=CCn1c(=O)c2c(nc3n2CCN3c2cccc(Cl)c2C)n(C)c1=O	1%	0%	?	-1%	i	i	i	16%	28%	i	1%
Cc1ccccc1CS(=O)(=O)Cc1ccc(C(=O)NCCCN2CCOCC2)o1	2%	-1%	?	15%	i	i	i	-2%	16%	i	3%
O=C(CSc1nnc2n(C3CCCC3)c(=O)c3ccccc3n12)N1CCCCCC1	1%	1%	i	9%	i	i	i	10%	-3%	i	-2%
COc1ccc(/C(O)=C2/C(=O)C(=O)N(c3ncccn3)C2c2ccc(OC)c(OC)c2)cc1 (stereo not given)	2%[25.5 µM]	.	i	.	i	i	i	.	.	i	.
O=C(CCn1nnc2ccccc2c1=O)NCC1CCC(C(=O)O)CC1 (stereo not given)	2%	0%	i	-12%	i	i	i	2%	14%	i	-3%
COc1cc(OC)nc(NC(=O)CSc2nc3ccccc3o2)n1	-1%	-3%	i	52%	i	?	i	19%	-14%	?	0%
CSc1nc(NCc2ccco2)c2c3c(sc2n1)CN(C)CC3	-2%	-1%	i	234%	i	i	i	25µM*	-3%	i	-1%
COC(=O)c1n[nH]c2ccccc12	-2%[25.5 µM]	.	?	.	i	?	i	.	.	?	.
CN1CCN(C(=O)c2cc3nc(-c4ccc(F)cc4)cc(C(F)(F)F)n3n2)CC1	3%	-26%	.	?	.	.	.	3%	-14%	.	-18%
CN(Cc1cc(C(C)(C)C)cc(Br)c1O)Cc1cc(C(C)(C)C)cc(Br)c1O	1%[11.4 µM]	-1%[11.5 µM]	i	0%[11.4 µM]	i	i	i	16%[11.4 µM]	4%[11.5 µM]	i	4%[11.5 µM]
COc1ccc(-c2c3c(nc4sc(C(=O)Nc5cc(C)on5)c(N)c24)CCC3)cc1	-1%	-19%	?	9%	i	3.6e-08M*	i	3%	7.9µM*	3.6e-08M*	-17%
COc1ccccc1CNC(=O)C(C)NS(=O)(=O)c1ccc(C)cc1 (stereo not given)	0%	-1%	i	-4%	i	i	i	3%	-1%	i	-1%
CC/C(C)=C1\SC(N2CCN(C(C)=O)CC2)=NC1=O	-1%[25.5 µM]	.	?	.	i	i	i	.	.	i	.
O=S(=O)(c1ccc2ccccc2c1)n1cnc2ccccc21	1%	-1%	?	0%	i	?	i	?	2%	?	3%
COCCCn1c(SCC(=O)Nc2nnc(C)s2)nnc1-c1ccoc1C	-2%	1%	i	1%	i	i	i	-7%	-17%	i	3%
COc1cccc(C2=Nn3c(nnc3-c3ccccc3O)SC2)c1	-3%	0%	i	27%	i	i	?	?	-7%	i	3%
Cc1nc(SCC(=O)N2CCOCC2)c2ccsc2n1	-35%	0%	?	20%	i	i	i	1%	2%	i	-1%
c1ccc2cc(-c3cc(-c4cc(-c5ccc6ccccc6c5)on4)no3)ccc2c1	-2%[11.4 µM]	-1%[11.5 µM]	i	12%[11.4 µM]	i	i	i	3%[11.4 µM]	-26%[11.5 µM]	i	2%[11.5 µM]
O=C1CCC(=O)N1c1cccc(-c2nc3ccccc3o2)c1	-14%	1%	.	-6%	.	.	.	-6%	9%	.	-1%

Source: PubChem

Only part of the results is shown (hit frequency here may not be typical).
